Screening data (PubChem)
hgDAF-12 ag: activates the H. glycines DAF-12 receptor ligand-binding domain; activation, % at 6.8 µM; AID 687014; HEK293 GAL4-hgDAF12 UAS-luciferase reporter, agonist luminescence; normalized to butyrate control; 370,000 compounds, 1.8% hits;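 active = activation above a cutoff set at the mean of all screened compounds plus 3 SD, cut at about 10% in these data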;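 note: 0% = DMSO wells and 100% = sodium butyrate wells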
ADAM10 inh: inhibits human ADAM10. inhibition, % at 7 µM. 370,000 compounds, 0.62% hits. AID 720582. recombinant ADAM10, EDANS/DABCYL FRET peptide cleavage, 3 h. O14672;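 active = inhibition above a per-campaign cutoff equal to the mean of compounds falling between control-based bounds plus 3 SD, cut at about 20% in these data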;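 note: 0% = DMSO wells while the 100% control is not disclosed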
GAA850 FXN act: increases GAA850 frataxin promoter reporter activity; activation, % at 6 µM; 360,000 compounds, 0.56% hits; HEK293 lucGAA850 FXN promoter luciferase reporter, 24 h; percent of 10 µM SAHA response;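 active = activation above the average of all compounds screened plus 3 SD, cutoff fixed separately per campaign, cut at about 7.5% in these data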;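 note: 0% = DMSO wells and 100% = 10 µM SAHA wells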
SMARCA2 activ: activators of SMARCA2 function; 370,000 compounds, 1% hits; MG213 cells, MMTV-luciferase reporter, dexamethasone, overnight; activation, % at 9.1 µM; in the data active = activation above about 7.8%;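 note: 0% = vehicle wells and 100% = reference activator wells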
PG9 binder: small molecules binding HIV-1 gp120 antibody PG9 | TR-FRET gp120-PG9 antibody binding | inhibition, % at 6.7 µM | 360,000 compounds, 0.43% hits; in the data active = inhibition above about 8.5%
DAX1 inh-1: inhibitors of human orphan nuclear receptor DAX1 (NR0B1); P51843; HEK293 Gal4-DAX1 luciferase reporter, luminescence; inhibition, % at 6.75 µM; 340,000 compounds, 0.99% hits; AID 504766;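 active = inhibition above the mean over all tested compounds plus 3 SD, cut at about 4.2% in these data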;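 note: 0% = DAX1-transfected cells with DMSO and 100% = empty-vector control cells with DMSO; inhibition shows as a rise in luminescence from relieved DAX1 repression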
Target sequence (P51843 207-470 limits assumed): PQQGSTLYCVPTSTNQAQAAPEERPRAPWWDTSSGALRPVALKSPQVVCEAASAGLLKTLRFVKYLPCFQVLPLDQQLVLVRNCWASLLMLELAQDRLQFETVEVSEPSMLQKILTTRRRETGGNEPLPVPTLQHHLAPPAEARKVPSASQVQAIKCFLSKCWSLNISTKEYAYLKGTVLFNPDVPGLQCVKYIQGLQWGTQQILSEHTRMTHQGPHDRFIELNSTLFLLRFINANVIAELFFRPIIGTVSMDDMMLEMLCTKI
hcDAF12 agonist: H. contortus DAF-12 activation, primary screen; 370,000 compounds, 1.4% hits; activation, % at 6.8 µM; HEK293 hcDAF-12 lit1-tk-luc reporter, luminescence; 0% DMSO, 100% Δ7-dafachronic acid; AID 652067;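 active = activation above the mean of all tested compounds plus 3 SD, cut at about 5.5% in these data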;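 note: 100% = response to 3 µM Δ7-dafachronic acid high control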
ssDAF12 agonist: activators of S. stercoralis DAF-12 nuclear receptor | AID 652126 | 370,000 compounds, 1% hits | activation, % at 6.8 µM | HEK293 ssDAF-12/GRIP1 lit1-tk-luc reporter, luminescence; % of 3 µM dafachronic acid response;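 active = activation above the mean over all tested compounds plus 3 SD, cut at about 0.9% in these data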;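 note: 0% = DMSO-only wells and 100% = 3 µM delta7-dafachronic acid wells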
ADAM17 inh: inhibits human ADAM17 | recombinant ADAM17, EDANS/DABCYL FRET peptide cleavage | inhibition, % at 6.95 µM | 370,000 compounds, 0.83% hits | AID 720648;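 active = inhibition above the mean of compounds lying between control limits plus 3 SD, set per campaign, cut at about 8.5% in these data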;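 note: 0% = DMSO-only wells as the low control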
Target sequence (P78536 215-824 limits assumed): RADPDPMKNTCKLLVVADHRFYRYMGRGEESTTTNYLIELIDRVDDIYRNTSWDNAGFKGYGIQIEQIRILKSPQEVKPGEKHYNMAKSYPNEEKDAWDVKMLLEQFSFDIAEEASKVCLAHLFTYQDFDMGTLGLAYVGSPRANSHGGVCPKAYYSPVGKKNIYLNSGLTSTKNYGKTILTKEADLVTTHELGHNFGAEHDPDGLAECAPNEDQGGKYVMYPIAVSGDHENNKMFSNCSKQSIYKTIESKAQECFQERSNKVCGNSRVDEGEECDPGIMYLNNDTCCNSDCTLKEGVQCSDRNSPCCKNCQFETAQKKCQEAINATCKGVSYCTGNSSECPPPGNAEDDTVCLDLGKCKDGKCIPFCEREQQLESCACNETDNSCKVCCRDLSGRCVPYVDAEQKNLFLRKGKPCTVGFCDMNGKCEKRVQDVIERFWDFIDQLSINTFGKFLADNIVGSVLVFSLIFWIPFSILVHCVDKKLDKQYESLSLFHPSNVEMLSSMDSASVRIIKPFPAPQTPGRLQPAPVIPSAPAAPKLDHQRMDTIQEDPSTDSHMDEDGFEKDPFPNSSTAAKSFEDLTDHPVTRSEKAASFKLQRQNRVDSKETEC
NPR1 activator: GC-A (human) enzyme activation. AID 1671463. activation, % at 10 µM. HEK293 GC-A cells, cGMP TR-FRET, EC30 ANP; 0% at EC30 ANP, 100% saturating ANP. P16066. 370,000 compounds, 0.14% hits; in the data active = activation above about 40%
DAX1 inh-2: DAX1 (NR0B1) inhibition, primary screen | HEK293T StAR-luciferase reporter, SF-1/DAX-1 repression relief | inhibition, % at 6.8 µM | 370,000 compounds, 1.1% hits | AID 652010;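 active = inhibition above the mean over all tested compounds plus 3 SD, cut at about 3.6% in these data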;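 note: 0% = DAX-1 cells with DMSO and 100% = cells lacking DAX-1 with DMSO; higher inhibition means more luminescence from relief of DAX-1 repression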
* hit, by the source's call; i = inactive; . = not tested or not shown.

item	canonical_smiles	hgDAF-12 ag	ADAM10 inh	GAA850 FXN act	SMARCA2 activ	PG9 binder	DAX1 inh-1	hcDAF12 agonist	ssDAF12 agonist	ADAM17 inh	NPR1 activator	DAX1 inh-2
1	CCOC(=O)c1c(C)n(C)c2ccc(OC)c(NC(=O)CN3CCN(C(=O)c4ccco4)CC3)c12	-1.3	-7	-1.0	-2	-0.6	1.0	-2.4	-0.9	-3	0	-0.9
2	COc1cc(NC(=O)C2CC(c3ccccc3O)=NO2)c(OC)cc1Cl (stereo not drawn)	-0.5	10	3.0	-2	-1.7	0.3	-1.0	-0.8	-1	11	-0.2
3	COc1ccc(N2CCN(C(=O)CN(c3ccccc3)S(=O)(=O)c3ccc(OC)cc3)CC2)cc1	-1.2	0	-1.7	0	-0.3	0.5	-1.0	-0.9	-1	6	-0.6
4	Cc1ccc(C)c(S(=O)(=O)N2CCCCC2CCNC(=O)C(=O)NCc2cccnc2)c1 (stereo not drawn)	0.3	-11	2.2	-2	0.7	-1.6	0.5	-1.0	-4	-1	-1.3
5	COc1ccc(NC(=O)CN(C)CC(=O)NC2CCCCC2C)cc1 (stereo not drawn)	-1.9	-2	1.6	0	-1.2	0.3	2.1	-0.4	-2	-1	-0.8
6	O=C(Nc1nnc(SCC(=O)N2CCOCC2)s1)c1ccccc1	5.2	0	1.2	2	-0.5	-0.1	1.3	-0.7	-1	-2	1.3
7	CCN(CC)C(=O)c1ccc(Oc2ccc([N+](=O)[O-])cc2Cl)cc1	1.6	-2	0.2	-3	-1.1	-1.3	-3.1	-1.9	1	0	-1.6
8	Clc1ccc(-n2ncc3c(NCc4ccc5c(c4)OCO5)ncnc32)cc1	-3.0	8	-3.2	0	0.9	2.4	0.2	-1.5	4	2	-1.1

Overlap with the part before: two entries, followed by the next part.
item	canonical_smiles	hgDAF-12 ag	ADAM10 inh	GAA850 FXN act	SMARCA2 activ	PG9 binder	DAX1 inh-1	hcDAF12 agonist	ssDAF12 agonist	ADAM17 inh	NPR1 activator	DAX1 inh-2
7	CCN(CC)C(=O)c1ccc(Oc2ccc([N+](=O)[O-])cc2Cl)cc1	1.6	-2	0.2	-3	-1.1	-1.3	-3.1	-1.9	1	0	-1.6
8	Clc1ccc(-n2ncc3c(NCc4ccc5c(c4)OCO5)ncnc32)cc1	-3.0	8	-3.2	0	0.9	2.4	0.2	-1.5	4	2	-1.1
9	CC(=O)N1CCN(C(=O)CCc2cc(C(C)(C)C)c(O)c(C(C)(C)C)c2)CC1	0.8	1	1.2	0	-0.3	0.4	-2.2	-0.9	-3	2	-0.3
10	COC(=O)c1[nH]nc(-c2ccccc2)c1-c1ccccc1	-1.1	11	2.0	-4	-1.4	-0.1	-1.7	-1.4	3	-3	-0.1
11	CCOC(=O)c1ccc(NC(=O)N(CC)CC)cc1	4.7	5	2.8	1	-0.2	1.3	-0.3	-0.9	5	1	2.0
12	CCOC(=O)C1=CN(Cc2cccc(F)c2)S(=O)(=O)NC1c1ccc2ccccc2c1 (stereo not drawn)	0.8	20	-0.4	-1	0.6	-0.4	1.0	-1.3	9.8*	-1	-0.6
13	NC(=O)c1ccsc1NC(=O)c1ccc2c(c1)CCCC2	19*	-34	3.3	5	-0.5	-0.3	14*	2.5*	-6	-1	6.8*
14	CC(C)C1Cc2[nH]c(=S)[nH]c(=O)c2C(c2ccc(F)cc2)O1 (stereo not drawn)	-1.8	-5	.	-2	-2.2	.	-0.4	-0.8	-4	4	0.1
15	CC1CC1C(=O)OCC(=O)Nc1ccc2[nH]c(=O)[nH]c2c1 (stereo not drawn)	-0.3	-14	1.9	1	-1.9	0.7	-1.2	-1.9	-5	3	-0.1
16	O=C(O)CSCC(=O)Nc1cccc(C(F)(F)F)c1	0.1	-1	0.4	-1	-0.5	1.2	0.7	-0.5	0	1	-0.5

Full records as entered above. Values in the order: hgDAF-12 ag | ADAM10 inh | GAA850 FXN act | SMARCA2 activ | PG9 binder | DAX1 inh-1 | hcDAF12 agonist | ssDAF12 agonist | ADAM17 inh | NPR1 activator | DAX1 inh-2
Listed for O=C(O)CSCC(=O)Nc1cccc(C(F)(F)F)c1 = 0.1 | -1 | 0.4 | -1 | -0.5 | 1.2 | 0.7 | -0.5 | 0 | 1 | -0.5
Listed for CC(=O)N1CCN(C(=O)CCc2cc(C(C)(C)C)c(O)c(C(C)(C)C)c2)CC1 = 0.8 | 1 | 1.2 | 0 | -0.3 | 0.4 | -2.2 | -0.9 | -3 | 2 | -0.3

Next part:
item	canonical_smiles	hgDAF-12 ag	ADAM10 inh	GAA850 FXN act	SMARCA2 activ	PG9 binder	DAX1 inh-1	hcDAF12 agonist	ssDAF12 agonist	ADAM17 inh	NPR1 activator	DAX1 inh-2
17	O=C1NC2(CCc3ccccc3C2)C(=O)N1CCOc1cccc(Cl)c1 (stereo not drawn)	-1.2	11	0.8	-1	-1.4	-0.8	2.6	-0.2	0	5	0.1
18	O=C1CC(SCc2nc3ccccc3[nH]2)C(=O)N1c1ccc(F)c(Cl)c1 (stereo not drawn)	2.2	-89	0.9	-2	3.5	0.1	1.8	-1.1	-21	-2	-0.5
19	Cc1ccc(S(=O)(=O)N2CCN(CC(=O)N/N=C/c3cc([N+](=O)[O-])ccc3Cl)CC2)cc1	0.9	6	1.9	-2	-1.6	0.1	-0.4	-1.9	1	-3	0.1
20	Cc1ccc(S(=O)(=O)NC(CC(=O)N2CCOCC2)c2ccco2)cc1 (stereo not drawn)	-0.1	-1	1.8	-1	-1.5	0.3	-1.1	-0.6	-3	0	-0.1
21	COc1ccc(NC(=O)CN(C)C(=O)c2cc(-c3ccc(C)o3)nc3ccccc23)cc1	0.1	i	1.3	-2	3.3	-2.4	-1.7	-1.4	-338	4	-3.1
22	CCNC(=O)COc1ccc(-c2ccccc2)cc1	6.3	5	-0.2	-1	-0.7	0.6	1.4	-1.0	4	2	1.2
23	CCn1c(C)c(P(c2ccccc2)c2ccccc2)[n+]2ccccc12	-2.9	5	-1.3	-6	-3.1	-0.5	-2.3	0.1	-1	-1	-1.4
24	Cc1ccc2oc(=O)c3cc(C(=O)NCCCN4CCCCCC4)sc3c2c1	-1.9	-81	2.2	-3	1.9	1.4	-1.4	-0.6	-29	0	-0.1
25	Cc1cc(NC(=O)CSc2nnc(NC(=O)C3CC(=O)N(c4ccccc4C)C3)s2)no1 (stereo not drawn)	0.1	0	0.7	1	0.5	1.1	-0.1	-2.2	-2	-3	0.2
26	CCCn1c(C(CO)Nc2nc(-c3cccc(Br)c3)cs2)nc2ccccc21 (stereo not drawn)	-0.9	22*	-0.3	-1	-0.4	0.5	0.6	-1.4	9	-7	0.7
27	Cc1cccc(C(=O)OC(C)C(=O)N2CCc3ccccc3C2)c1C (stereo not drawn)	-0.3	-9	0.6	-3	3.0	-0.1	0.3	-1.0	2	0	-1.4
28	COc1ccc(-n2ncc3c(N4CCN(Cc5ccccc5)CC4)ncnc32)cc1	1.6	-22	-7.2	-2	-0.4	0.6	-3.3	-2.6	-5	-1	-2.8
29	O=C(Cn1cnc2ccccc2c1=O)Nc1nnc(C2CC2)s1	3.5	5	-0.6	-2	0.2	0.1	-1.9	0.3	2	3	0.3
30	Cc1nc(COC(=O)c2ccc(S(=O)(=O)N3CCCC3)cc2)cs1	1.3	0	0.5	0	0.6	2.0	-1.0	-1.3	-1	0	-0.4
31	Cc1c(Cc2ccccc2)c(=O)oc2cc(OCC(=O)NCc3ccccn3)ccc12	3.2	-126	1.5	0	-0.3	-0.9	0.5	0.2	-40	9	-0.1
32	CCOC(=O)C1(CC2CC2)CCN(C(=O)c2cc(C)nc3ccc(CC)cc23)CC1	0.9	4	1.8	1	-2.3	1.9	-1.0	0.8	-1	-11	0.8
33	CCOC(=O)c1oc2ccc(S(=O)(=O)n3nc(-c4ccc(C)cc4)cc3N)cc2c1C	-0.8	-13	0.2	-5	0.7	0.0	0.6	-1.5	-4	0	2.0
34	O=C(OCC(=O)N1CCN(C(=O)c2ccco2)CC1)c1cc(S(=O)(=O)Nc2ccc(Cl)cc2)ccc1O	-3.1	-43	-0.1	-1	0.9	-1.4	-0.8	-1.4	-19	0	-0.6
35	Cc1ccc(C23CC4CC(CC(C(=O)NCC(=O)O)(C4)C2)C3)cc1	-1.7	-3	3.0	-4	1.4	0.7	-1.3	-1.3	3	0	0.5
36	COCCn1c(SCC(=O)Nc2ccccc2OC)nc2ccccc21	-1.3	0	0.9	2	-0.7	0.6	-1.1	-1.6	-4	-3	-0.3
37	COc1ccccc1C(O)P(=O)(OCC(C)C)c1ccc(N(C)C)cc1 (stereo not drawn)	-2.1	-1	3.5	-3	1.4	0.1	-0.6	-1.2	-5	-3	0.5
38	CC(C)OC(=O)CSc1nnc(Cc2ccccc2)n1Cc1ccco1	-1.4	2	0.2	-3	-0.2	-0.3	-1.6	-1.8	-3	-2	-0.4
39	Cc1ccc(S(=O)(=O)N2CCN(C(=O)CCNC(=O)c3ccccc3Cl)CC2)cc1	-2.5	-5	2.5	-3	2.2	-0.6	-1.5	-1.3	-6	3	1.0
40	COc1ccc(NC(=O)C2CCCN2S(=O)(=O)c2ccc3c(c2)CCC(=O)N3)cc1Cl (stereo not drawn)	0.8	-5	9.1*	1	-1.3	1.0	-2.4	-1.8	-1	-1	0.2
41	COc1ccc(CCNCc2ccc(OCc3ccccc3)cc2)cc1	-1.0	-5	2.6	-3	-0.9	-1.9	0.2	-0.6	0	-4	-0.1
42	N#Cc1c(-c2ccccc2)c(-c2ccccc2)n[nH]c1=O	0.0	-15	-0.2	2	-1.8	1.0	-0.2	-1.2	-5	-6	0.2
43	Cc1[nH]c2ccccc2c1CC(=O)Nc1ccc(Nc2cccnc2)c(-c2ccc(Cl)c(Cl)c2)c1	0.9	-19	.	-4	0.5	.	-0.3	-1.3	-4	1	-1.4
44	CCCCOc1ccc(C(=O)NCC(=O)NCC(c2ccc(OC)cc2)N2CCOCC2)cc1 (stereo not drawn)	-0.7	-15	-1.9	-3	1.8	-0.8	0.0	-2.7	-5	4	-0.7
45	CCOC(=O)c1ccc(NC(=O)C2C3CCC(C3)C2C(=O)O)cc1 (stereo not drawn)	1.8	7	4.7	5	-2.1	1.0	-0.9	-1.0	1	-4	1.3
46	O=C(C1CCCCC1)N1CCCn2c1nc1ccccc12	0.7	3	2.0	2	0.3	-1.1	-2.2	-1.7	-2	-2	0.5
47	S=C(NCC1CCCCC1)OC1CCC12CCC(c1ccccc1)CC2 (stereo not drawn)	-1.8	-2	.	-1	.	.	3.2	-0.5	-1	6	-0.2
48	O=C(COc1ccc(Br)cc1)N(Cc1ccco1)C1CCS(=O)(=O)C1 (stereo not drawn)	0.1	-4	-2.0	-3	0.9	-0.1	-3.2	-1.3	-33	3	1.8
49	O=C(NCC1CCCO1)c1sc2cc(Cl)ccc2c1Cl (stereo not drawn)	7.3	-2	5.4	10*	0.9	-0.6	2.0	-0.6	-3	-4	1.2
50	COC(=O)[C@]12C[C@H](CC(=O)NCc3cccc4ccccc34)C(=O)N(CCc3ccc(OC)c(OC)c3)C1=C[C@H](C(C)C)O[C@@H]2C1CC1	-0.1	10	.	-1	.	.	-0.8	-0.6	1	-3	-0.3
51	COc1ccc(Cc2nnc(SCC(=O)Nc3ccccc3)[nH]c2=O)cc1	-0.5	-11	0.5	-4	0.6	-0.1	-2.4	-1.4	-7	5	0.1
